Compound activity deposited in PubChem by several laboratories.
K1F lysis inhibition = inhibition of K1F phage lysis, E. coli UTI89, bacterial capsule biogenesis inhibitors, alamar blue (AID 488966); E. coli UTI89 K1F phage lysis, alamar blue, 2 h; higher % means a stronger effect; inhibition, % at 100 µM, or IC50 in µM where a hit was titrated; 340,000 compounds, 0.02% hits;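 active = phage lysis inhibition, versus mean bacterial control, above a set limit; inconclusive = no clear call, values can overlap the other calls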;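 also: capsule biogenesis inhibitors block K1F phage lysis so surviving cells raise fluorescence; higher fluorescence means more inhibition of phage lysis; actives were called in the ten point dose series up to 300 µM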
KOR beta-arrestin-1 = KOR antagonists, beta-arrestin recruitment, cell-based, luminescence, uHTS (AID 1778); Kappa-type opioid receptor (Homo sapiens); KOR beta-arrestin recruitment, luminescence, antagonist mode; higher % means a stronger effect; inhibition, % at 10 µM, or IC50 in µM where a hit was titrated; 290,000 compounds, 0.091% hits; in the data active = inhibition above about 50%; also: strong numbers were not always called active
MgcRacGAP inhibition = MgcRacGAP GTPase-activating activity inhibitors, confirmation, biochemical, ADP Hunter fluorescence | one-dose inhibition, % at 30 µM; IC50 in µM for titrated hits | MgcRacGAP-stimulated Rac1 GTP hydrolysis, ADP Hunter fluorescence; higher % means a stronger effect; GST-tagged Rac1 F28L mutant substrate | Rac GTPase-activating protein 1 (Homo sapiens) | 340,000 compounds, 0.6% hits;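 active = first-screen hits whose inhibition reached a set limit at any dose in the follow-up dose series; inconclusive = inhibition above the set first-screen limit but never retested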;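 also: fluorescence reports GDP produced by GAP-driven GTP hydrolysis; strong numbers were not always called active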
GPR55 beta-arrestin = GPR55 agonists via beta-arrestin recruitment, primary screen, imaging, U2OS cells, beta-arrestin-GFP redistribution (AID 1961) | activation, % at 10 µM; hits with a dose series show EC50 in µM | 290,000 compounds, 0.048% hits | G-protein coupled receptor 55 (Homo sapiens) | U2OS GPR55 beta-arrestin-GFP redistribution imaging; higher % means a stronger effect;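 active = activation above 40% with more than 50 cells counted in the well; inconclusive = wells holding fewer than 50 cells, flagged as toxic or sparse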;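 also: U2OS osteosarcoma cells stably expressing GPR55 and beta-arrestin-GFP; plate controls were DMSO negative control for no effect and LPI positive control for full effect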
GPR55 antagonists = GPR55 antagonists blocking LPI-driven arrestin recruitment, primary screen, imaging, U2OS, beta-arrestin-GFP, LPI agonist (AID 2013) | inhibition, % at 10 µM, or IC50 in µM where a hit was titrated | U2OS GPR55 beta-arrestin-GFP translocation imaging, LPI antagonism; higher % means a stronger effect | 290,000 compounds, 0.13% hits | G-protein coupled receptor 55 (Homo sapiens);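 active = spots per cell inhibited over 60%, with over 100 cells counted and total cytoplasm intensity under 500,000; inconclusive = wells with under 100 cells, flagged as likely toxic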;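 also: U2OS cells stably carrying GPR55 and arrestin-GFP stimulated by 5 µM LPI near EC80; imaged beta-arrestin-GFP aggregate spots per cell after agonist stimulation; plate controls were LPI-stimulated DMSO wells for no effect and DMSO wells without LPI for full effect; some results filed as inactive read as strong as hits; confirmed hits need IC50 under 10 µM and bright autofluorescent wells are also inconclusive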
NOD1 NF-kB reporter = NOD1 signaling inhibitors, primary screen, cell-based, luminescence, uHTS (AID 1578); inhibition, % at 4 µM; hits with a dose series show EC50 in µM; 290,000 compounds, 1% hits; NOD1-driven NF-kB luciferase reporter cells, luminescence; higher % means a stronger effect; in the data active = inhibition mostly above about 36%, no sharp cut-off; inactive = mostly below about 34%;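 also: HEK-293T reporter cells stimulated with the NOD1 agonist gamma-tri-DAP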
NTR1 agonist = agonists of NTR1, primary screen, imaging, U2OS cells, beta-arrestin-GFP, high content (AID 493036) | 330,000 compounds, 0.17% hits | Neurotensin receptor type 1 (Homo sapiens), P30989 | NTR1-U2OS beta-arrestin-GFP spot imaging, agonist mode | activation, % at 20 µM;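 active = activation at or above 40% of the spot to cytoplasm intensity ratio, with at least 20 cells analyzed; inconclusive = wells under 20 cells, flagged as cytotoxic or low count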;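 also: 0% = DMSO without peptide and 100% = 100 nM NTR1 peptide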
Target sequence (P30989 whole entry, looked up): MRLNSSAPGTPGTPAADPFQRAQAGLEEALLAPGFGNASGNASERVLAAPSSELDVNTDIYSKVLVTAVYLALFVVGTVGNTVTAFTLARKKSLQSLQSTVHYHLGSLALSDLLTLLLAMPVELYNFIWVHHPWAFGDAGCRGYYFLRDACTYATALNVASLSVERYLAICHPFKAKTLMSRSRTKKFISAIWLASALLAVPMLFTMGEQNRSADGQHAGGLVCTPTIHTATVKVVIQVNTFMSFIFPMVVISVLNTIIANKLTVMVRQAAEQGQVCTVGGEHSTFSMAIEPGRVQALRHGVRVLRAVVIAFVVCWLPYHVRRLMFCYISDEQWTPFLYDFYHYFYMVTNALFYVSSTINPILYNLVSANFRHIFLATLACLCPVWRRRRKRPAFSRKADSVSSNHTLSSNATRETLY
GPR35 arrestin U2OS = GPR35 antagonists blocking zaprinast-driven arrestin recruitment, primary screen, imaging, U2OS, beta-arrestin-GFP, zaprinast agonist (AID 2058) | G-protein coupled receptor 35 (Homo sapiens) | U2OS GPR35 beta-arrestin-GFP translocation imaging, zaprinast antagonism; higher % means a stronger effect | inhibition, % at 10 µM, or IC50 in µM where a hit was titrated | 290,000 compounds, 0.052% hits;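 active = inhibition of at least 50% with at least 30 cells and total cytoplasm GFP at most 10,000,000; inconclusive = under 30 cells or total GFP of 10,000,000 plus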
KOR beta-arrestin-2 = KOR agonists, beta-arrestin recruitment, primary screen, cell-based, luminescence, uHTS (AID 1777) | Kappa-type opioid receptor (Homo sapiens) | activation, % at 10 µM, or EC50 in µM where a hit was titrated | 280,000 compounds, 0.02% hits | KOR beta-arrestin recruitment, luminescence; higher % means a stronger effect; in the data active = activation above about 50%, passing the limit was not always enough; also: a part of the inactive calls stands beside numbers as strong as those of hits
NTR1 agonist cell count 20 µM = recorded beside NTR1 agonist, whose call it bears; cell count; measured here: cell count, cytotoxicity flag
Numbers without * were called inactive; i = inactive; ? = inconclusive; . = not tested or not shown; [ ] = dose if it differs, or a comment. This is a subset; the hit share may differ from the screen's.

SMILES | K1F lysis inhibition | KOR beta-arrestin-1 | MgcRacGAP inhibition | GPR55 beta-arrestin | GPR55 antagonists | NOD1 NF-kB reporter | NTR1 agonist | NTR1 agonist cell count 20 µM | GPR35 arrestin U2OS | KOR beta-arrestin-2
CC1CCCC(C)N1C(=O)Cn1nnc(-c2ccc([N+](=O)[O-])cc2)n1 (stereo not drawn) | 2.9% | 1% | 4% | -0.1% | 1% | -36% | 0.3 | 61 | 0% | -4.7%
COc1ccc(CN2CC[C@@H](N3CCOCC3)[C@H](O)C2)cc1F | 0.2% | -7% | 10% | 0.6% | -14% | -25% | 0.2 | 61 | -3% | -3.3%
O=C(CCCN1C(=O)c2ccccc2C1=O)NCc1ccco1 | 0.6% | -41% | -1% | -0.1% | -6% | -33% | -0.5 | 45 | -22% | 2.9%
N#Cc1cn(CC(=O)NCC2CCCO2)c2ccccc12 (stereo not drawn) | 2.3% | 6% | 3% | -0.3% | 3% | 14% | -1.2 | 48 | -14% | 3.1%
COc1cc(CN2CCN(Cc3ccc(SC)cc3)CC2)cc(OC)c1O | -0.5% | 20%[20 µM] | ? | 1.7% | 5% | -19% | -0.4 | 45 | 5% | 2.4%
CC(C)NC(=O)CN1C(=O)CSc2ccc(S(=O)(=O)N3CCCC3)cc21 | 0.3% | -19% | 6% | -0.2% | 2% | -2% | -0.1 | 96 | -12% | -1.4%
CN(CC(=O)Nc1cc(Cl)cc(Cl)c1)Cc1cccs1 | 0.1% | -1% | 4% | -0.2% | 12% | 34% | 3.7 | 37 | -19% | -1.5%
CCOC(=O)C1C(=O)NC(N2CCN(c3ccccc3)CC2)=NC1c1ccccc1 (stereo not drawn) | 0.9% | 7% | -8% | -0.1% | 10% | -18% | 1.2 | 55 | -11% | -0.3%
CCc1ccc(NC(=O)N(Cc2ccco2)C(C)c2cccs2)cc1 (stereo not drawn) | 3.5% | 12% | -2% | -0.2% | 21% | -6% | 3.0 | 42 | -2% | -1.2%
CCC1Oc2ccccc2N(CC(=O)NCC2CCCO2)C1=O (stereo not drawn) | 1.5% | 9% | 4% | -0.2% | 7% | -12% | -0.5 | 51 | -3% | -3.3%
COC(=O)/C(=C/c1ccc(OC)cc1)NC(=O)c1ccco1 | -4.2% | 21% | 2% | 0.1% | 8% | -13% | -0.4 | 41 | 6% | -2.8%
Cc1[nH]n(-c2ccccc2)c(=O)c1N=Nc1ccccc1C(=O)O | 0.9% | -28% | 5% | -0.1% | -6% | 39% | 5.6 | 65 | 12% | -0.3%
Cc1ccc(-n2nnnc2CSc2nnc(-c3ccc(O)cc3)o2)cc1 | 2.0%[50 µM] | -4% | 8% | 0.0% | -6% | -10% | 1.5 | 44 | -6% | 2.8%
CCCn1c(N)c(Sc2ccccc2)c(=O)n(CCC)c1=O | 2.9% | 7% | -2% | -0.3% | 17% | 17% | 0.4 | 77 | 25% | 0.3%
N#CC1=CN(Cc2ccccc2)C=C(/C=N/Nc2ccccc2)C1 | -0.2% | 11% | 4% | 0.0% | 13% | -27% | 1.3 | 49 | 10% | 0.6%
CCCN(CCC)S(=O)(=O)c1ccc(NC(=O)Cc2cccs2)cc1 | -0.6% | 18% | 2% | -0.1% | 2% | -4% | 0.1 | 72 | 4% | .
Nc1c(O)ccc2c1C(=O)c1ccccc1C2=O | . | -28% | . | -0.2% | 0% | -10% | . | . | -15% | -1.4%
CCOC(=O)C(C)Oc1cccc2c(=O)n(CC(=O)NCc3ccc(F)cc3)ccc12 (stereo not drawn) | -0.1% | -67% | -2% | -0.1% | -6% | -5% | 2.2 | 65 | 1% | -1.4%
C[C@@H]1C(=O)O[C@H]2[C@H]1CC[C@@]1(C)C(=O)C=C[C@@](C)(O)[C@H]21 | 1.2% | 19% | -40% | -0.1% | 6% | -8% | 15 | 57 | -10% | 0.1%
COc1ccccc1NC(=O)N1CCCC1C(=O)NCc1ccccc1 (stereo not drawn) | 0.5% | -17% | 7% | -0.1% | 13% | -34% | 1.7 | 91 | 4% | 5.6%
C=CCn1c(C)cc(C(=O)COC(=O)COc2ccccc2C#N)c1C | 0.4% | -1% | 3% | 0.0% | 1% | -12% | 0.3 | 81 | -6% | 0.1%
O=C(NC(=S)NC1CCCCCCCCCCC1)c1cccnc1 | 0.3% | -34% | 3% | -0.1% | 6% | 13% | 20 | 54 | 22% | -11%
CCOC(=O)COn1c(-n2nc(C)cc2C)nc2ccccc2c1=O | -0.2%[50 µM] | -16% | -2% | -0.1% | 9% | -19% | -0.1 | 56 | 10% | -3.6%
CC(C)(C)N1CC(C(=O)Nc2cccc(Cl)c2Cl)CC1=O (stereo not drawn) | 7.3% | -65%[20 µM] | 2% | -0.3% | 0% | 0% | 0.2 | 39 | 4% | 1.8%
O=C(NCc1ccc2c(c1)OCO2)c1cc2ncc(Br)cn2n1 | 0.1% | 7% | 15% | -0.2% | 11% | -19% | 0.0 | 66 | 9% | 3.2%
COc1ccc(C(=O)N2CCCC(Nc3ccc(F)cc3)C2)cc1F (stereo not drawn) | -0.1% | -10% | 7% | 0.2% | 1% | -23% | -0.8 | 41 | 13% | 0.5%
CCOC(=O)c1cc(C(=O)OCC)c(=O)[nH]c1C | 8.9% | -25% | -1% | 0.1% | -1% | 25% | 0.9 | 45 | 12% | 6.6%
COC(=O)c1ccc(C2C(C(=O)c3ccco3)=C(O)C(=O)N2CC2CCCO2)cc1 (stereo not drawn) | 0.1% | 28% | 4% | 0.6% | -7% | -22% | 1.4 | 37 | -4% | -4.8%
N=c1c(C(=O)NC2CCCC2)cc2c(=O)n3ccccc3nc2n1CCCN1CCOCC1 | 0.4% | 0% | 9% | 0.1% | 4% | -3% | 0.5 | 47 | 5% | -2.1%
Cc1cc(-c2nn(-c3ccccc3F)cc2CN2CCC(O)CC2)c(C)s1 | 1.3%[50 µM] | -22% | 10% | 0.2% | -5% | -32% | 1.6 | 47 | -1% | -2.3%
Cc1cccc(C(=O)OC(C)CN2CCN(C)CC2)c1 (stereo not drawn) | 0.5% | -16% | 13% | -0.3% | 3% | -42% | 0.1 | 68 | -6% | -1.2%
CCC(=O)Nc1ccc(Cl)c(NC(=O)c2cccc(OC)c2)c1 | 1.0% | 9%[20 µM] | -3% | 0.8% | 6% | -28% | -1.7 | 70 | -5% | -5.1%
Oc1ccc(C2=Nn3c(nnc3-c3ccco3)SC2)cc1O | 1.1% | 20% | 12µM* | 0.1% | 9% | 23% | -0.1 | 35 | 6% | -5.2%
c1ccc(CNc2ncnc3c2ncn3C2CCCCO2)cc1 (stereo not drawn) | -2.1% | 23% | -2% | -0.3% | 7% | -24% | -0.6 | 53 | 13% | -2.8%
Cn1cc(Br)c(C(=O)N/N=C/c2cccc(OC3CSC3)c2)n1 | 0.7%[50 µM] | -45% | 8% | -0.5% | -15% | 0% | 1.7 | 58 | 5% | 0.1%
CCOC(=O)C1CCN(c2c(NCCN(CC)c3ccccc3)c(=O)c2=O)CC1 | 0.2% | 27% | 4% | -0.3% | 4% | 0% | -0.4 | 56 | -2% | 1.0%
CCCC(=O)Nc1nnc(SCC(=O)N2CCCCC2)s1 | 0.3% | -45% | 9% | 0.0% | 0% | -30% | -0.5 | 46 | -7% | -1.0%
CN(C)CCN=Cc1c(O)n(Cc2ccc3c(c2)OCO3)c(=O)c2ccccc12 | 0.2% | -6% | 8% | 0.2% | 8% | -10% | 1.4 | 35 | -8% | -7.8%
Cc1c(C(=O)Nc2ccc(Cl)cc2)c2ccccn2c1CCc1ccncc1 | -0.2% | -22% | 4% | -0.1% | 7% | -7% | 1.4 | 96 | 16% | 1.5%
O=C(O)CCCN1C(=O)/C(=C/C=C/c2ccco2)SC1=S | 0.3% | 21% | ? | -0.3% | 3% | 23%* | 0.7 | 67 | -3% | 9.3%
OCC1OC(n2nc3ccccc3n2)C(O)C(O)C1O (stereo not drawn) | 3.2% | 7% | 5% | -1.0% | -5% | -7% | 0.2 | 53 | -14% | 4.9%
CCSc1nnc(NC(=O)CSc2nc3c(cc2C#N)CCCC3)s1 | i | 16% | 0% | 0.2% | 14% | 9% | 6.3 | 61 | -4% | 2.2%
S=c1[nH]c2ccc(Cl)cc2s1 | 0.6% | 7% | 25% | 0.0% | 3% | 6% | . | . | 9% | 0.9%
COc1cccc(CNn2cnnc2)c1O | 0.1% | -7% | 10% | -0.2% | 0% | 19% | -2.3 | 47 | 9% | 2.3%
Cc1cccc(N(CC(=O)NCCc2ccccc2)C(=O)CCC(=O)Nc2ccccn2)c1C | -0.2% | 14% | 2% | -0.2% | -12% | -2% | -0.3 | 37 | -12% | -2.2%
N#C/C(=C/c1ccc(Oc2ccc([N+](=O)[O-])cn2)cc1)C(=O)N1CCOCC1 | 1.1%[50 µM] | . | 12% | -0.2% | 11% | -8% | 4.2 | 32 | 11% | -2.4%
CCOc1ccc(N(CC(=O)NCCc2ccccc2)C(=O)c2csnn2)cc1 | 1.6% | -2% | 0% | 0.8% | -4% | -10% | -0.6 | 44 | -1% | -2.0%
O=C(Nc1nnc(C2=COCCO2)o1)c1ccc(Br)cc1 | 0.5% | -8% | 9% | 0.3% | 9% | -3% | 0.8 | 60 | 7% | 1.8%
CCc1ccc(-c2cc(C)no2)cc1S(=O)(=O)N1CCC(C)CC1 | 0.4% | -20% | 8% | -0.1% | -11% | -16% | 2.1 | 70 | -15% | 5.9%
CSc1cc(C)[nH]c(=O)n1 | 0.3% | -1% | 8% | -0.3% | 5% | -4% | -1.0 | 72 | -12% | -4.6%
CCn1c(=O)n(CC(=O)NCc2ccccc2OC)c(=O)c2ccccc21 | 0.2% | -6% | 5% | -0.1% | 10% | 2% | 0.6 | 39 | 8% | 0.4%
Cn1cccc1Cc1nnc(SCC(=O)Nc2ccccc2F)n1-c1ccc(F)cc1 | 5.2% | -6% | -19% | -0.1% | -3% | 30% | 1.0 | 62 | -5% | -2.7%
